esBAF inh: inhibitors of esBAF chromatin remodeling in mouse ES cells. Bmi1-luciferase knock-in reporter, 24 h; 100% = twice the neutral-well signal. reporter increase, % at 12.5 µM. 350,000 tested, 2% active. AID 602393; in the data active means activation above about 40%; inconclusive means no clear call, values can overlap the other calls;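 further: 0% = median of the plate's neutral control wells and 100% = double that signal; a rise in the Bmi1 reporter signal indicates esBAF inhibition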
RAD54 branch: RAD54 (human) branch migration inhibition; Q92698; RAD54 Holliday junction branch migration, FAM/BHQ fluorescence; inhibition, % at 10.4 µM; 360,000 tested, 0.14% active; AID 602329;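 active means mean normalized replicate activity at least 40 and at least half of replicates scoring 40 or more; inconclusive means only one of the two criteria met; inactive means mean below 40 and under half of replicates reaching 40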;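 further: 0% = median of neutral control wells and 100% = median of positive control wells; inhibitors cause a drop in the FAM fluorescence signal; in these data hits start at about 50%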
Target sequence (Q92698 whole entry, looked up): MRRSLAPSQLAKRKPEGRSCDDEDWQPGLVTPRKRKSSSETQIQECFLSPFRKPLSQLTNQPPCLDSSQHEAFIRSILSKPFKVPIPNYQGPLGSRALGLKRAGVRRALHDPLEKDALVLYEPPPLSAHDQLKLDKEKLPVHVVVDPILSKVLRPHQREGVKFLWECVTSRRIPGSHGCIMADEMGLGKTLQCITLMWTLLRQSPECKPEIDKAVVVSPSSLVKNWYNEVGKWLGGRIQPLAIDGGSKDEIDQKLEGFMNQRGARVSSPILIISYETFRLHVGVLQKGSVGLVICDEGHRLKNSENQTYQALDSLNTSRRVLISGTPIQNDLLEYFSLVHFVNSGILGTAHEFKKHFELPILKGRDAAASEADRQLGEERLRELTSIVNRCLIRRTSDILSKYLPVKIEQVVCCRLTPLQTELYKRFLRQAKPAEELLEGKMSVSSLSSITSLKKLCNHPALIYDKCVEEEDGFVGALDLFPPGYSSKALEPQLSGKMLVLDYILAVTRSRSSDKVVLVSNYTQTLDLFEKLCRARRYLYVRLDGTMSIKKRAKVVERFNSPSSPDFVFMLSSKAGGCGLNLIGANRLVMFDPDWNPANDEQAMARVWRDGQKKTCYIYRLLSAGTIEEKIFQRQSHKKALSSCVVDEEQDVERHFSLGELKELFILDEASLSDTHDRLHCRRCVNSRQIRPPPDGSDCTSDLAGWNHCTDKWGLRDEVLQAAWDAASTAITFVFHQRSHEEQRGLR
ARNT TACC3 PPI: disruptors of human ARNT/TACC3 interaction. Q9Y6A5. AlphaScreen His-ARNT PAS-B/GST-TACC3 binding, luminescence; TACC3 fragment carries E629A point mutation. inhibition, % at 9.99 µM. 390,000 tested, 0.66% active;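 active means mean inhibition of replicates at least 50% and at least half of replicates each reaching 50%; inconclusive means half or more replicates reach 50% but mean below 50%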;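 further: 0% = complete ARNT plus TACC3 wells and 100% = ARNT alone without TACC3; many hits fall short of the cut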
Numbers without * were called inactive; ? = inconclusive.

The line under a structure holds: esBAF inh | RAD54 branch | ARNT TACC3 PPI
CCCCCNC1=CC(=O)CC(c2ccccc2)C1 (stereo unspecified)
  -9 | 6 | 8
CNC(=O)c1cc2c(s1)CCCCCC2
  -3 | 3 | -9
CCOC(=O)c1ccc(NC(=O)CCc2c(C)nc3ncnn3c2C)cc1
  4 | -2 | 13
C=CCn1c(=O)c2c(nc(Br)n2Cc2ccccc2Cl)n(C)c1=O
  6 | 1 | 0
O=C(C(c1ccccc1)c1ccccc1)N1CCCc2ccccc21
  9 | 6 | 1
CC1Cc2cc(/C(O)=C3/C(=O)C(=O)N(CCN4CCOCC4)C3c3cccc(Cl)c3)ccc2O1 (stereo unspecified)
  4 | -1 | -18
Cc1nc2sc(C(c3cccc(F)c3)N3CCCCC3)c(O)n2n1 (stereo unspecified)
  -1 | -2 | -1
CC(=O)c1cccc(NC(=O)c2c(F)c(F)c(F)c(F)c2F)c1
  4 | -5 | 10
COc1ccc(-n2c(CNc3ccc(C)cc3)nnc2SCC(=O)Nc2nc(-c3ccccc3)cs2)cc1
  8 | 3 | 11
O=C(O)CCCC(=O)N1CC(=O)Nc2ccccc21
  -12 | -22 | -5

The line under a structure holds: esBAF inh | RAD54 branch | ARNT TACC3 PPI
O=C(N1CCOCC1)N1CCCN(C(=O)N2CCOCC2)CC1
  -2 | 1 | 3
Cc1ccc(CN(Cc2cc3cccc(C)c3[nH]c2=O)C(=O)N(C)C)cc1
  -6 | 3 | 1
Cc1ccc(S(=O)(=O)N(CC(=O)N2CCN(c3ccc(F)cc3)CC2)C2CCCCC2)cc1
  -6 | 11 | -10
O=C(COC(=O)CSCC(=O)N1CCCCC1)NCc1ccc(F)cc1
  -4 | 10 | 0
C#CCOCCOCCOCCNc1nc(N2CCN(C(=O)C([C@@H](C)CC)n3cc(C(N)CO)nn3)CC2)nc(N2CCN(C(=O)[C@H](CCC(=O)O)n3cc(C(N)CC(C)C)nn3)CC2)n1 (stereo partly specified)
  -10 | -3 | 21
Cc1cc(C)nc(SCNC(=O)c2ccc(Cl)cc2)n1
  -6 | 6 | -4
CCCCCNC(=O)c1ccc2c(=O)n(CC3CCCO3)c(=O)[nH]c2c1 (stereo unspecified)
  -12 | -9 | -2
Cc1ccc(C(=O)NCc2ccc3c(c2)OCO3)cc1S(=O)(=O)N1CCCCC1
  2 | -4 | 3
COCCOC(=O)c1c(NC(=O)CN2CCOCC2)sc(C(N)=O)c1C
  -5 | 3 | 8
CCOC(=O)c1c2c(n(C)c1C)C(=O)C(=O)c1ccc(Br)cc1-2
  -80 | 2 | 2

The line under a structure holds: esBAF inh | RAD54 branch | ARNT TACC3 PPI
O=C(Cn1cnc2cc([N+](=O)[O-])ccc2c1=O)Nc1ccc2c(c1)CCC2
  -5 | 9 | 4
Cc1nn(-c2ccccc2)c2c1c(C)c(CCC(=O)N1CCOCC1)c(=O)n2C
  3 | -3 | -37
CCOc1nc(C)nc(NC(=O)NS(=O)(=O)c2ccccc2Cl)n1
  2 | 11 | -6
CCOc1ccc(NC(=O)CCN2CCN(S(=O)(=O)c3cc(Cl)ccc3OC)CC2)cc1
  13 | 3 | -3
O=C(CCCCCCN1C(=O)c2ccccc2C1=O)Nc1nccs1
  -32 | -7 | -1
CCOc1ccc(N=C2NC(=O)S/C2=C\c2ccc(OC)cc2)cc1
  -1 | 3 | -5
CN(C)C(=O)c1cn(-c2ccccc2)nc1-c1cccs1
  -10 | 10 | 11
O=c1c2ccccc2nc(SCc2cn3ccsc3n2)n1-c1ccc(F)cc1
  -2 | -3 | 5
CC1=Nn2c(nc(-c3ccccc3)c2-c2ccccc2)NC(=O)C1Br (stereo unspecified)
  -2 | -3 | 1
O=C(Nc1cc(C(F)(F)F)ccc1N1CCCCC1)c1cccc([N+](=O)[O-])c1
  10 | 2 | 6

The line under a structure holds: esBAF inh | RAD54 branch | ARNT TACC3 PPI
Cc1ccccc1NC(=O)/C(=C/c1ccco1)c1ccccc1
  2 | -5 | 15
COCC(C)n1c(C)cc(C(=O)CSc2ccc(NC(C)=O)cc2)c1C (stereo unspecified)
  -22 | 2 | 7
O=C(Nc1ccccc1)c1ccc(NCc2ccco2)c(S(=O)(=O)N2CCOCC2)c1
  25 | -6 | 2
O=C(NCCCn1ccnc1)C(F)(F)C(F)(F)C(=O)NCCCn1ccnc1
  4 | -10 | 51*
COc1cc(S(=O)(=O)N2CCOCC2)c(OC)c(S(=O)(=O)N2CCOCC2)c1
  -1 | -2 | 1
N#Cc1cc(N)ccc1Sc1ccc(Cl)cc1
  -1 | 5 | -1
CCOC(=O)Cc1csc(SCc2nc3sc4c(c3c(=O)[nH]2)CCC4)n1
  3 | -8 | -2
CC1CCCC(C)N1C(=O)c1cccc2c1-c1ccccc1/C2=N/O (stereo unspecified)
  1 | -4 | -1
O=C1C(=O)N(c2ccccc2)c2ccccc21
  1 | 12 | -3
CC1CCN(C(=O)CNC(=O)c2ccc(Cl)cc2Cl)CC1
  14 | -6 | 24

The line under a structure holds: esBAF inh | RAD54 branch | ARNT TACC3 PPI
O=C(CN1CCN(S(=O)(=O)c2ccccc2)CC1)NC(=O)NCc1ccccc1
  10 | 1 | -9
COc1cccc(NC(=O)CSc2nc(C)cs2)c1
  4 | -14 | -11
Cc1ccc(S(=O)(=O)c2nc(-c3ccc(F)cc3)oc2SCC(=O)NCC2CCCO2)cc1 (stereo unspecified)
  -5 | 11 | -8
O=C(NCc1ccc2c(c1)OCO2)c1ccc(CS(=O)(=O)c2cccc(C(F)(F)F)c2)o1
  -3 | 12 | -12
CC(C)(CSc1nncn1N)NS(=O)(=O)c1ccc(Cl)cc1
  9 | -6 | -7
Cc1nnc(SCC(=O)NCc2cccs2)n1-c1ccccc1
  -3 | -14 | 1
CCOC(=O)c1ccccc1NC(=O)CSc1ccccc1
  -9 | -11 | -8
CCc1cccc(C)c1NC(=O)c1ccoc1C
  -3 | -6 | -2
Cc1cc(-c2cccs2)n[nH]1
  0 | 8 | 0
CC1CCN(c2cc(N)c(Cl)cc2[N+](=O)[O-])CC1
  16 | 0 | 18

The line under a structure holds: esBAF inh | RAD54 branch | ARNT TACC3 PPI
O=[N+]([O-])c1ccc(C2CCCC/C2=N/OCc2ccc(F)cc2)c([N+](=O)[O-])c1 (stereo unspecified)
  -9 | -5 | -1
CCN1CCN(c2c(Cl)cccc2NC(=O)c2ccc3c(c2)OCCO3)CC1
  8 | 6 | 12
CCCC(=O)Nc1nnc(-c2ccco2)s1
  22 | 10 | -5
CCN1CCN(C(=O)C2c3cc(OC)c(OC)cc3C(=O)N(C)C2c2ccc(SC)cc2)CC1 (stereo unspecified)
  -1 | 1 | -6
Cc1ccc(S(=O)(=O)N(C)C)cc1NC(=O)c1cc(-c2ccco2)nc2ccccc12
  -3 | -3 | -3
O=C(CSc1ccc(Cl)cc1)OCc1nnc(-c2ccccc2)o1
  -2 | -3 | -9
COc1ccc(CCNC(=O)CN(c2ccc(C)cc2)S(=O)(=O)c2c(C)noc2C)cc1OC
  10 | -14 | 4
CC(C)C(NS(=O)(=O)c1cccc2nsnc12)C(=O)NC1CCCCC1C (stereo unspecified)
  3 | 2 | 6
O=C(CSc1ncc(C(F)(F)F)cc1Cl)N1CCN(S(=O)(=O)c2ccccc2)CC1
  -5 | 2 | -6
CN(c1ccccc1C(=O)Nc1ccccc1C(=O)NCc1ccco1)S(C)(=O)=O
  2 | -16 | 21

Reprinted at random: five records from the list
The line under a structure holds: esBAF inh | RAD54 branch | ARNT TACC3 PPI
CN(c1ccccc1C(=O)Nc1ccccc1C(=O)NCc1ccco1)S(C)(=O)=O
  2 | -16 | 21
CCN1CCN(c2c(Cl)cccc2NC(=O)c2ccc3c(c2)OCCO3)CC1
  8 | 6 | 12
O=C(CSc1ncc(C(F)(F)F)cc1Cl)N1CCN(S(=O)(=O)c2ccccc2)CC1
  -5 | 2 | -6
CCCC(=O)Nc1nnc(-c2ccco2)s1
  22 | 10 | -5
O=C(CSc1ccc(Cl)cc1)OCc1nnc(-c2ccccc2)o1
  -2 | -3 | -9

(cont.)
The line under a structure holds: esBAF inh | RAD54 branch | ARNT TACC3 PPI
COc1ccc(C(=O)Nc2ccc3c(c2)nc(CN2CCN(C(C)=O)CC2)n3C)cc1
  -6 | 4 | 10
CC1CC(C)CN(C(=O)C2CCCN(S(=O)(=O)c3cccc4nonc34)C2)C1 (stereo unspecified)
  -2 | 5 | 1
O=C(O)c1cc2nc3c(c(C(F)(F)F)n2n1)CCc1ccccc1-3
  -17 | -23 | 20
CCCCC(=O)c1c(C)cc(C)[nH]c1=O
  -10 | -9 | -8
COc1ccc(OC)c(N(CC(=O)Nc2cccnc2)S(C)(=O)=O)c1
  6 | 5 | -3
O=C(CSc1nc2ccccc2o1)c1cc2ccccc2oc1=O
  ? | -3 | 1
Cc1ccc2c(COC(=O)C3=COCCO3)cc(=O)oc2c1
  ? | -3 | -7
Cc1ccc(-c2nn(CC(=O)NCc3ccco3)c(=O)c3ccccc23)cc1
  1 | 4 | -8
O=C(CCC(=O)N1CCOCC1)Nc1nnc(C2CCCCC2)s1
  -3 | 2 | -4
Cc1cc(C)cc(NC2=NCC(=O)N2Cc2ccccc2)c1
  4 | -3 | 15

The line under a structure holds: esBAF inh | RAD54 branch | ARNT TACC3 PPI
Cc1cc2nn(-c3cccc4ccccc34)nc2cc1N
  17 | 27 | 1
CCOC(=O)c1ccc(NC(=O)CC2COc3ccccc3O2)cc1 (stereo unspecified)
  -11 | 2 | -8
COc1ccc(/C=N/n2cnnc2SCCO)cc1OC
  6 | -11 | 7
CCOC(=O)C(CCCOc1cccc(CC)c1)C(=O)OCC
  4 | -7 | 25
COc1cc([C@H]2[C@@H]3CCCC[C@]3(O)CCN2CC(=O)Nc2ccc(C)cc2C)ccc1O
  0 | -2 | -13
Cc1cc(C)n(C(=O)CCNC(=O)c2ccccc2Br)n1
  0 | 5 | 6
Cc1ccc(-n2ncc3c(=O)n(-c4ccc(C)c(C)c4)c(C)nc32)cc1
  5 | 2 | 1
Cc1nc(SCC(=O)O)c2oc3ccccc3c2n1
  -4 | -2 | 1
CCCCn1c(O)c(C=NCCCN(C)C)c(=O)[nH]c1=O
  -10 | -1 | 4
COc1ccc(S(=O)(=O)Nc2ccc3c(c2)OCO3)cc1Cl
  -9 | -4 | -2

The line under a structure holds: esBAF inh | RAD54 branch | ARNT TACC3 PPI
Cc1cc(NC(=O)C2C3C(=O)N(Cc4ccc(Cl)cc4)C(C(=O)NC(C)(C)C)C34C=CC2(C)O4)no1 (stereo unspecified)
  -13 | 0 | 3
CC(C)(C)c1csc(NC(=O)Cn2c(=O)oc3ccccc32)n1
  6 | -5 | -2
CN(Cc1ccccc1)S(=O)(=O)c1ccc(C(=O)Nc2nnc(C3CC3)o2)cc1
  -10 | -1 | 9
O/N=C1\CC(O)Cc2nonc21 (stereo unspecified)
  3 | 1 | 3
Cc1cccc(C)c1OCC(O)CNS(=O)(=O)c1ccccc1C(=O)N1CCCCC1 (stereo unspecified)
  -7 | 0 | -2
COc1ccccc1CNc1ccc(N2CCOCC2)c(C(=O)O)c1
  -10 | 3 | -7
CN(C)/C=C1/Sc2ccccc2C1=O
  6 | -16 | 7
Cc1sc2nc(C3CC3)nc(NCCNS(C)(=O)=O)c2c1C
  -2 | 0 | 2
CC1(C)CC(CC(=O)O)C(=O)O1 (stereo unspecified)
  4 | 8 | 0
COc1ccc([N+](=O)[O-])cc1C1NN=C(c2ccccc2O)S1 (stereo unspecified)
  25 | -1 | -2

The line under a structure holds: esBAF inh | RAD54 branch | ARNT TACC3 PPI
Cc1ccc(S(=O)(=O)NCCN=C(CN2CCCC2)NS(=O)(=O)c2ccc(C)cc2)cc1
  4 | 1 | -16
O=C(Cc1c(O)c2ccccc2[nH]c1=O)NC1CCCCCCC1
  0 | -2 | 2
O=C1c2cccnc2C(Nc2ccccc2)N1Cc1ccco1 (stereo unspecified)
  2 | -18 | -14
COc1ccc(NC(=O)c2cc(-c3cc(C)cc(C)c3O)n[nH]2)cc1Cl
  -5 | -6 | 1
CC(=O)c1cn(CC(=O)Nc2ccccc2C)c2ccccc12
  -22 | 0 | 3
COc1ccc2c(c1OC)C(=O)N(c1ccccn1)C2
  23 | 0 | -1
COc1cc(C2N(c3ccccn3)C(=O)C3CCCN32)cc(OC)c1OC (stereo unspecified)
  -5 | -6 | 0
CCOC(=O)c1nc2cc3n(c(C)c-2c1C)C(C)C(CC)=C3C (stereo unspecified)
  8 | 7 | -7
COc1ccccc1N(CC(=O)N1CCCCCC1)S(C)(=O)=O
  -7 | -4 | 4
COc1cc(=O)n(C)c2cc(N(C)C)ccc12
  -4 | -8 | 5

The line under a structure holds: esBAF inh | RAD54 branch | ARNT TACC3 PPI
Cc1cc(O)c(NC(=O)c2ccco2)cc1C
  47* | 9 | 1
O=C(Nc1nnc(-c2ccc(Br)cc2)o1)c1ccco1
  16 | 3 | 35
O=C(O)COc1ccc2c(c1)CCCC2
  -10 | 8 | -4
Cc1cccc(NC(=O)CCc2nnc3ccc(N4CCC(C)CC4)nn23)n1
  -6 | -16 | -3
O=C(Nc1nc2ccccc2n1CCN1CCCC1)C1CCCCC1
  5 | 0 | 7
CS(=O)(=O)N(CC(=O)N1CCN(Cc2ccc3c(c2)OCO3)CC1)c1ccc2c(c1)OCO2
  -2 | -5 | -3
O=C(CCn1c(=O)oc2ccccc21)N1CCCCCC1
  13 | 1 | -2

Source: PubChem BioAssay (Broad Institute)

An excerpt, so the mix of outcomes need not match the whole.
